Bioassay records: PubChem, Broad Institute
LGR2 antag = Drosophila LGR2 receptor signaling inhibition | hit rate 0.35% among 380,000 | inhibition, % at 9.99 µM | HEK293 LGR2, CRE-luciferase, bursicon-stimulated, 4 h | AID 720647;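 active = drop in luminescence signal, shown as inhibition above about 50% in the replicate tests, limit read from the data, passing the limit was not always enough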;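 also: agonist challenge used bursicon conditioned medium at about half maximal strength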
Casp6 inh = caspase-6 (human) enzyme inhibition; P55212; purified caspase-6, Z-VEID-R110 cleavage fluorescence; inhibition, % at 12.5 µM; hit rate 0.53% among 350,000;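 active = mean inhibition across replicates at least about 35%, with every replicate also reaching that limit, limit read from the data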;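 also: 0% = median of neutral control wells and 100% = no fluorescence left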
Target sequence (P55212 24-179 limits assumed): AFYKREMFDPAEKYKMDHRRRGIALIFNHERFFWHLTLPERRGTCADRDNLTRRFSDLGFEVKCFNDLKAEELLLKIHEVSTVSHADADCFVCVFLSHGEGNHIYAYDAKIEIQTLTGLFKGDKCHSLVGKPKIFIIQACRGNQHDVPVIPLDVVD
Target sequence (P55212 194-293 limits assumed): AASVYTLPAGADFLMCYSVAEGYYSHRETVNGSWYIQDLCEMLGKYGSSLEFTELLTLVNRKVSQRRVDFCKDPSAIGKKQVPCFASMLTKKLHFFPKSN
S100A4 MyoIIA = blocks human S100A4 binding to myosin IIA peptide; P26447; S100A4/TAMRA-MyoIIA peptide fluorescence polarization; inhibition, % at 10.7 µM; hit rate 0.14% among 360,000;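 active = mean inhibition of at least 70% across replicates, with every replicate also reaching that level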
Target sequence (P26447 whole entry, looked up): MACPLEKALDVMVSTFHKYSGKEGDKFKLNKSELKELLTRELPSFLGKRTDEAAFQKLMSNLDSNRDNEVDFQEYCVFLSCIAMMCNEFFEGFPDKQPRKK
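Material: S100A4 monomer (human). Medium: Calcium-containing HEPES buffer, pH 7.2. Probe or stimulus: labelled myosin peptide probe, 5 nM. Compound dosing: one concentration per compound. Timing: polarization read 5 min after assay mix addition, stable 5–60 min. Benchmarks: DMSO as neutral control, TFP as positive control.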
FN deposit inh = fibronectin deposition inhibition; AH1F fibroblasts, Alexa488-fibronectin deposition fluorescence, overnight; hit rate 0.086% among 350,000; inhibition, % at 12.6 µM;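 active = mean inhibition across replicates of 30% or more, regardless of how many single replicates reach that level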;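 also: positive control wells lacked labelled fibronectin entirely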
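Material – AH1F fibroblast monolayer, labelled fibronectin deposition · Reagent – labelled fibronectin 24 nM · Timing – 1 h adhesion, overnight exposure · Measured by – fluorescence at 485 nm excitation, 525 nm emission · Read-out – inhibition of fibronectin deposition signal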
esBAF inh = blocks esBAF chromatin remodeling in mouse ES cells. Bmi1-luciferase knock-in reporter, 24 h; 100% = twice the neutral-well signal. reporter increase, % at 12.5 µM. hit rate 2% among 350,000. AID 602393; in the data active = activation above about 40%;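 also: 0% = median of the plate's neutral control wells and 100% = double that signal; a rise in the Bmi1 reporter signal indicates esBAF inhibition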
* = called active by the depositor; · = not tested or not shown.

entry | Compound | LGR2 antag | Casp6 inh | S100A4 MyoIIA | FN deposit inh | esBAF inh
1 | Cc1noc(C)c1S(=O)(=O)Nc1ccc2c(c1)C(=O)N([C@@H](C)CO)C[C@@H](C)[C@H](CN(C)C(=O)CCCN(C)C)OCCCC[C@@H](C)O2 | 3.8 | · | · | · | 1.5
2 | C[C@H]1CCCCO[C@@H](CN(C)C(=O)Nc2cccc3ccccc23)[C@@H](C)CN([C@@H](C)CO)C(=O)c2cc(NS(=O)(=O)c3cn(C)cn3)ccc2O1 | -23.5 | · | · | · | -0.1
3 | CNC[C@@H]1OCCCC[C@@H](C)Oc2ccc(NS(=O)(=O)c3cn(C)cn3)cc2C(=O)N([C@@H](C)CO)C[C@H]1C | 1.6 | · | · | · | -10.9
4 | Cc1cccc(C(=O)NNC(=O)c2ccc(-c3ccccc3)cc2)c1 | -14.6 | · | · | · | 12.6
5 | C[C@H](CO)N1C[C@H](C)[C@H](CN(C)CC2CCCCC2)OCCCC[C@H](C)Oc2ccc(NC(=O)CCC(F)(F)F)cc2C1=O | 1.1 | · | · | · | -1.4
6 | COC(=O)c1c(/N=C/NOCc2ccc(Cl)cc2)sc2c1CCN(c1ncc(C(F)(F)F)cc1Cl)C2 | 4.8 | · | · | · | 0.3
7 | O=C(NCc1ccco1)NCC(F)(F)F | -11.4 | · | · | · | -1.9
8 | CCOC(=O)/C(C#N)=C(\N)C(C)C(=O)Nc1ccccn1 (centres undefined) | -8.1 | · | · | · | -1.6
9 | COc1ccc(C(=O)Nc2nc3ccccc3[nH]2)cc1S(=O)(=O)N1CCCC1 | -7.3 | · | · | · | 45.2*
10 | C[C@H]1CN([C@@H](C)CO)C(=O)c2cccc(NS(=O)(=O)c3cccs3)c2O[C@@H]1CN(C)C(=O)Nc1ccccc1 | 13.8 | · | · | · | 4.5
11 | Fc1ccccc1CSc1nncn1NC/C=C/c1ccccc1 | 10.1 | · | · | · | 3.0
12 | Cc1noc(C)c1NC(=O)N(C)C[C@@H]1Oc2c(NC(=O)Nc3ccccc3)cccc2C(=O)N([C@H](C)CO)C[C@H]1C | 28.7 | · | · | · | -1.2
13 | COc1ccc(C(O)Cn2c(=N)n(CCCN(C)C)c3ccccc32)cc1 (centres undefined) | 7.8 | · | · | · | 12.0
14 | C[C@@H]1CCCCO[C@@H](CN(C)Cc2ccc3c(c2)OCO3)[C@H](C)CN([C@@H](C)CO)C(=O)c2cc(NC(=O)Cc3ccccc3)ccc2O1 | -26.4 | · | · | · | -13.6
15 | COc1ccc(CC(=O)Nc2ccc(-c3noc(-c4ccc(Cl)cc4)n3)cc2)cc1 | 4.1 | · | · | · | -2.3
16 | COC(=O)c1cc(/C=C/c2ccccc2)on1 | 3.9 | · | · | · | -3.1
17 | CSc1nc(SCC(N)=O)c2c3c(sc2n1)CN(C)CC3 | -4.9 | · | · | · | -1.2
18 | COc1ccc(CN(C)C[C@H]2OCCCC[C@@H](C)Oc3ccc(NC(=O)Cc4ccccc4)cc3C(=O)N([C@H](C)CO)C[C@@H]2C)cc1 | -13.8 | · | · | · | -0.3
19 | C[C@H]1CCCCO[C@H](CN(C)C(=O)Nc2ccc3c(c2)OCO3)[C@@H](C)CN([C@@H](C)CO)C(=O)c2cc(NC(=O)Cc3ccccc3)ccc2O1 | -9.9 | · | · | · | 9.3
20 | CCOC(=O)c1ccc(NC(=O)CN2C(=O)CCC2=O)cc1 | -2.1 | · | · | · | 6.6
21 | Nc1nc2c(s1)CC(c1ccccc1)CC2 (centres undefined) | -10.7 | · | · | · | 23.4
22 | C[C@@H]1CN([C@H](C)CO)C(=O)c2cc(NS(C)(=O)=O)ccc2O[C@@H](C)CCCCO[C@H]1CN(C)Cc1ccc(C(F)(F)F)cc1 | 8.8 | · | · | · | -1.0
23 | Cc1noc(C)c1S(=O)(=O)Nc1ccc2c(c1)C(=O)N([C@H](C)CO)C[C@@H](C)[C@@H](CN(C)C(=O)CCCN(C)C)OCCCC[C@H](C)O2 | -3.4 | · | · | · | -7.2
24 | CC(C)(C)C(=O)Nc1ccc(C(=O)N/N=C/c2ccccc2OC(=O)c2ccccc2)cc1 | -14.5 | · | · | · | -3.0
25 | O=C(O)c1cccc(NC(=O)C2C3C=CC(C3)C2C(=O)O)c1 (centres undefined) | -5.4 | · | · | · | -6.4
26 | COc1c(F)c(F)c(C(=O)Nc2cccc(Cl)c2N2CCOCC2)c(F)c1F | 14.7 | · | · | · | -0.4
27 | C[C@@H]1CN([C@@H](C)CO)C(=O)c2cc(NC(=O)Nc3ccccc3)ccc2O[C@@H]1CN(C)C(=O)Nc1ccc2c(c1)OCO2 | 9.9 | · | · | · | 2.5
28 | CNC[C@@H]1OCCCC[C@@H](C)Oc2ccc(NS(=O)(=O)c3cn(C)cn3)cc2C(=O)N([C@H](C)CO)C[C@H]1C | 13.6 | · | · | · | -4.5
29 | C[C@@H]1CCCCO[C@H](CN(C)CC2CCCCC2)[C@H](C)CN([C@@H](C)CO)C(=O)c2cc(NS(=O)(=O)c3ccc(Cl)cc3)ccc2O1 | -3.3 | · | · | · | -4.6
30 | CCOC(=O)Cc1nn(CCc2ccccn2)c(=O)c2ccccc12 | 24.8 | · | · | · | -2.3
31 | c1ccc(-c2nc(-c3ccncc3)no2)cc1 | -36.5 | · | · | · | 38.7
32 | C[C@H](CO)N1C[C@H](C)[C@H](CN(C)S(=O)(=O)c2cccs2)OCCCC[C@H](C)Oc2ccc(NC(=O)c3ccccc3)cc2C1=O | 41.9 | · | · | · | 2.3
33 | COc1cc(C)nc(NS(=O)(=O)c2ccccc2)n1 | -8.8 | · | · | · | -5.5
34 | COCCCNC(=O)CCn1c(=O)c2ccccc2n(CC(=O)Nc2c(C)cccc2C)c1=O | -14.6 | · | · | · | -3.2
35 | C[C@@H]1CCCCO[C@H](CN(C)S(C)(=O)=O)[C@@H](C)CN([C@H](C)CO)C(=O)c2cc(NS(C)(=O)=O)ccc2O1 | 13.4 | · | · | · | -0.5
36 | c1csc(-n2nc3ccccc3n2)c1 | 17.8 | · | · | · | 2.2
37 | COc1ccc(C(=O)OC2CCN(C)CC2)cc1 | 6.9 | · | · | · | -2.5
38 | C[C@@H]1CN([C@@H](C)CO)C(=O)c2cc(NC(=O)NC3CCCCC3)ccc2O[C@@H](C)CCCCO[C@@H]1CN(C)S(=O)(=O)c1cccs1 | -10.3 | · | · | · | -1.2
39 | COc1ccc(CCn2nnnc2C(c2ccccc2)N2CCN(C)CC2)cc1OC (centres undefined) | -17.5 | · | · | · | 6.6
40 | CCC(=O)Nc1ccc2c(c1)ncn2-c1ccccc1OC | 16.0 | · | · | · | 8.0
41 | COc1ccc(CN(C)C[C@@H]2OCCCC[C@@H](C)Oc3ccc(NC(=O)Cc4ccccc4)cc3C(=O)N([C@H](C)CO)C[C@H]2C)cc1 | -1.9 | · | · | · | 10.1
42 | CC1(C)CC(=O)C2=C(C1)NC(SCC(=O)Nc1ccccc1)=C(C#N)C21CCCCC1 | 10.2 | · | · | · | 6.7
43 | CN1C(=O)N(C)C2C1N(CN1CCCCC1)C(=O)N2CN1CCCCC1 (centres undefined) | -6.0 | · | · | · | -6.9
44 | CCOc1cc(/C=C2/NC(=O)N(Cc3ccccc3F)C2=O)ccc1O | -28.9 | · | · | · | 8.6
45 | CCCC#Cc1ccc(CC[C@H]2O[C@H]3CC[C@@H](CO)O[C@H]3C[C@H]2n2cc(C(C)(C)O)nn2)cc1 | · | -0.8 | -15.5 | · | ·
46 | COc1cc(N2C(=O)C=CC2=O)ccc1N1C(=O)C=CC1=O | · | -1.1 | 3.6 | · | ·
47 | CN(C)c1ccc(-c2ccnc3c2CC(C)(C(=O)Nc2ccc(Cl)c(C(F)(F)F)c2)O3)cc1 (centres undefined) | · | 1.3 | 0.8 | · | ·
48 | OC[C@H]1CC[C@@H]2O[C@H](CCc3ccc(C#CCc4ccccc4)cc3)[C@@H](n3cc(-c4ccccc4)nn3)C[C@@H]2O1 | · | 0.4 | 0.8 | · | ·
49 | C=C1CC(COc2cc(=O)oc3ccccc23)(c2ccccc2)OC1=O (centres undefined) | · | 0.4 | -1.8 | · | ·
50 | Cc1ccc(C)c(NS(=O)(=O)c2ccc(NC(=O)c3ccco3)cc2)c1 | · | · | · | 5.0 | 11.2

New compounds follow
entry | Compound | LGR2 antag | Casp6 inh | S100A4 MyoIIA | FN deposit inh | esBAF inh
51 | CCOC(=O)C1Cn2c(nc3c(c2=O)C(C)(CC)Cc2ccccc2-3)S1 (centres undefined) | · | · | · | -8.5 | 1.8
52 | Cc1c(N)cccc1-c1nc2ccccc2[nH]1 | · | · | · | -13.1 | 10.7
53 | O=S(=O)(N/N=C1/CC(c2ccccc2)Oc2ccccc21)c1ccc(Br)cc1 (centres undefined) | · | · | · | -2.0 | 4.0
54 | O=S(=O)(c1cccs1)n1cccn1 | · | · | · | 8.2 | -8.2
55 | Cc1ccc(N(CC(=O)NC2CC3CCC2C3)S(C)(=O)=O)cc1C (centres undefined) | · | · | · | -0.4 | -1.2
56 | O=C(Cn1cnc2ccccc2c1=O)NCCC(=O)N1CCN(Cc2ccccc2)CC1 | · | · | · | 0.5 | -5.0
57 | O=C(C1CCN(S(=O)(=O)c2ccccc2)CC1)N(CCc1ccccc1)Cc1ccco1 | · | · | · | 11.8 | 1.2
58 | COCCCNC(=O)Nc1ccc(F)cc1F | · | · | · | 3.8 | -2.3
59 | O=C(O)c1ccc(OCC(O)Cn2cnc3ccccc32)cc1 (centres undefined) | · | · | · | 6.0 | -8.8
60 | COc1ccccc1-n1c(SCC(=O)N(C)C2CCS(=O)(=O)C2)nc2ccccc2c1=O (centres undefined) | · | · | · | 5.3 | 3.0
61 | COc1ccc(Cn2nc(C)cc2C)cc1OC | · | · | · | -1.0 | -6.0
62 | CCN(CC)S(=O)(=O)c1ccc(C(=O)Oc2ccc3c(c2)OCO3)cc1 | · | · | · | -3.9 | -11.1
63 | CCOC(=O)/C(C#N)=C\c1c(C)cc(C)c(COC(C)=O)c1C | · | · | · | -2.6 | 2.5
64 | O=C(c1c(O)c2ccccc2oc1=O)C1CCCCC1 | · | · | · | -4.5 | 36.6
65 | O=c1/c(=C/c2ccccn2)sc2n1CN(c1ccccc1)CN=2 | · | · | · | -2.3 | 9.7
66 | O=C(NC1CCCCC1)C(c1cccnc1)N(C(=O)c1csnn1)C1CCCC1 (centres undefined) | · | · | · | -3.0 | 11.7
67 | CC(=O)c1ccc(NC2OC(CO)C(O)C(O)C2O)cc1 (centres undefined) | · | · | · | -6.8 | -10.1
68 | COc1ccc(OC)c(NC(=O)NCc2ccc(F)cc2)c1 | · | · | · | -3.1 | 7.6
69 | Cc1ccc(S(=O)(=O)NC2=NCN(CCc3ccccc3)CN2)cc1 | · | · | · | -1.1 | 4.4
70 | CC1=CC(C)(C)N2C(=O)C3(C(C#N)=C(N)Oc4cc(C)oc(=O)c43)c3cc(C)cc1c32 (centres undefined) | · | · | · | 22.0 | -0.2

Marked active in esBAF inh, among the entries above:
| entry | Compound | LGR2 antag | Casp6 inh | S100A4 MyoIIA | esBAF inh |
| --- | --- | --- | --- | --- | --- |
| 9 | COc1ccc(C(=O)Nc2nc3ccccc3[nH]2)cc1S(=O)(=O)N1CCCC1 | -7.3 | · | · | 45.2* |

Part of the list above in another layout:
Sequence of screens: LGR2 antag	Casp6 inh	S100A4 MyoIIA	FN deposit inh	esBAF inh
[21] Nc1nc2c(s1)CC(c1ccccc1)CC2 (centres undefined)
  -10.7	·	·	·	23.4
[15] COc1ccc(CC(=O)Nc2ccc(-c3noc(-c4ccc(Cl)cc4)n3)cc2)cc1
  4.1	·	·	·	-2.3

The list continues:
entry | Compound | LGR2 antag | Casp6 inh | S100A4 MyoIIA | FN deposit inh | esBAF inh
71 | O=c1c2c3c(sc2ncn1-n1cccc1)CCCCC3 | · | · | · | -5.4 | 33.3
72 | O=C(COC(=O)CCCNC(=O)c1ccc(Cl)cc1)NC1CC1 | · | · | · | -21.6 | -9.9
73 | NC(=O)c1sc2nccc(Nc3ccccc3)c2c1N | · | · | · | 3.5 | 9.0
74 | O=C(CN(Cc1ccccc1)S(=O)(=O)c1ccc(F)cc1)NCCC1=CCCCC1 | · | · | · | -4.3 | -20.4
75 | CCn1nnnc1SCC(=O)Nc1nc(C)c(C)s1 | · | · | · | -3.6 | 37.7
76 | O=C(Cn1[nH]c(=O)c2ccccc2c1=O)OCC(=O)N1CCCc2ccccc21 | · | · | · | 2.7 | -6.7
77 | O=C(O)c1cccc(-n2cccc2/C=N/O)c1 | · | · | · | 6.6 | -3.9
78 | COc1cc(CN2CCC(C(=O)NC3CCCC3)CC2)cc(OC)c1O | · | · | · | 5.3 | 10.0
79 | CCC(=O)Nc1cc(C)c(NC(=O)CCc2ccccc2)cn1 | · | · | · | 1.0 | -6.9
80 | COCCn1nnnc1C(c1ccccn1)N1CCN(c2cc(Cl)ccc2C)CC1 (centres undefined) | · | · | · | 7.3 | -2.9

This is a subset (hit frequency here may not be typical).
